Source: PubChem
Pol eta inh: blocks human DNA polymerase eta activity | Potency, µM (titrated, usually from 114 µM), inactives show top-dose activity change, negative = inhibition, actives largely listed as inhibitors | hit rate 1.2% among 390,000 | Q9Y253 | recombinant Pol eta, fluorescent DNA replication assay | AID 588591; further: potency means the concentration at half of the fitted maximal effect; on the % scale 0 is the no-effect control and ±100 the full control effect
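Fluorescent replication assay: 50 nM final substrate added after a 15 min room-temperature compound preincubation with 10 nM enzyme. Signal taken at 0 min and again at 10 min.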
APEX1 inh: inhibitors of human APE1 endonuclease | hit rate 0.35% among 350,000 | recombinant APE1, TAMRA/BHQ-2 abasic DNA cleavage fluorescence | Potency, µM (series often up to 65.8 µM), inactives show at the highest dose activity change, negative = inhibition, most hits filed as inhibitors | AID 2517;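 further: potency means the concentration at half of the fitted maximal effect; plate controls were vehicle for no effect and reference inhibitor for full effect; nearly all actives have a fitted effect of over 55% in size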
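Endonuclease cleavage of a quenched abasic-site DNA duplex (50 nM) by APE1 (0.75 nM) was tracked by TAMRA dequenching. Compounds were preincubated with enzyme 15 min at room temperature; data normalized to buffer-only and DMSO wells plus NSC13755 control.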
RXFP1 antag: blocks the human relaxin receptor RXFP1; activity change, negative = inhibition, % at 57.5 µM; hit rate 0.59% among 350,000; Q9HBX9; AID 1259400; HEK293-RXFP1, relaxin-stimulated cAMP HTRF, 30 min; hits give low values;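 active means activity change of -60% or lower, but not beyond a set lower limit; inconclusive means change between -60% and -40%, or beyond the set limit; inactive means change above -40%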; further: on the % scale 0 is the no-effect control and ±100 the full control effect
BLM inh: Bloom syndrome helicase (human) inhibition; P54132; Potency, µM (top dose mostly 56.1 µM), for the others: at the highest dose activity change, negative = inhibition, usual class: inhibitors; hit rate 0.2% among 350,000; recombinant BLM DNA unwinding, fluorescence dequenching;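 further: potency means the concentration at half of the fitted maximal effect; plate controls were vehicle for no effect and no enzyme for full effect; nearly all actives have a fitted effect of over 35% in size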
Pol iota inh: DNA polymerase iota (human) inhibition. Q9UNA4. Pol iota fluorescent replication assay, 10 min. Potency, µM (doses to about 115 µM), for inactives: at the top dose activity, negative = inhibition, most hits filed as inhibitors. hit rate 1% among 390,000. AID 588590; further: potency means the concentration at half of the fitted maximal effect
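Pol iota at 10 nM preincubated 15 min with compounds at room temperature; reaction started with fluorescent substrate, 50 nM final. Fluorescence read kinetically at 0 and 10 min; buffer-only wells as negative control.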
PGK inhibitor: T. brucei PGK inhibition; P07378; PGK/GAPDH coupled, Kinase-Glo luminescence, 60 min; Potency, µM (titrated, usually from 57.5 µM), without a hit: top-dose activity change, negative = inhibition, actives largely listed as inhibitors; hit rate 0.043% among 380,000; further: potency means the concentration at half of the fitted maximal effect; on the % scale 0 is the no-effect control and ±100 the full control effect; nearly all actives have a fitted effect of over 60% in size
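Luminescent ATP detection (Kinase-Glo Plus) follows a 60-minute room-temperature incubation, with wells lacking PGK as controls. Buffer: 100 mM TEA (pH 7.6), 5 mM MgCl2, 0.01% Tween-20. Coupling enzyme GAPDH (100 nM final) supplies unstable 1,3-BPG in-well.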
Pol beta inh: blocks human DNA polymerase beta activity | P06746 | Pol beta primer extension/strand displacement, fluorescence kinetic | Potency, µM (series often up to 114 µM), for the others: at the top dose activity change, negative = inhibition, usual class: inhibitors | hit rate 1.3% among 340,000 | AID 485314; further: potency means the concentration at half of the fitted maximal effect; on the % scale 0 is the no-effect control and ±100 the full control effect
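Pol beta (10 nM) was preincubated with compound for 15 min at room temperature. The reaction was then started with 50 nM substrate and read immediately and after a further 10 min at room temperature.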
Pol kappa inh: inhibitors of human DNA polymerase kappa. Q9UBT6. purified Pol kappa, fluorescent DNA synthesis assay, 10 min. Potency, µM (doses to about 107 µM), for inactives: at the highest dose activity, negative = inhibition, usual class: inhibitors. hit rate 0.53% among 400,000. AID 588579; further: potency means the concentration at half of the fitted maximal effect; on the % scale 0 is the no-effect control and ±100 the full control effect
Target sequence (Q9UBT6 whole entry, looked up): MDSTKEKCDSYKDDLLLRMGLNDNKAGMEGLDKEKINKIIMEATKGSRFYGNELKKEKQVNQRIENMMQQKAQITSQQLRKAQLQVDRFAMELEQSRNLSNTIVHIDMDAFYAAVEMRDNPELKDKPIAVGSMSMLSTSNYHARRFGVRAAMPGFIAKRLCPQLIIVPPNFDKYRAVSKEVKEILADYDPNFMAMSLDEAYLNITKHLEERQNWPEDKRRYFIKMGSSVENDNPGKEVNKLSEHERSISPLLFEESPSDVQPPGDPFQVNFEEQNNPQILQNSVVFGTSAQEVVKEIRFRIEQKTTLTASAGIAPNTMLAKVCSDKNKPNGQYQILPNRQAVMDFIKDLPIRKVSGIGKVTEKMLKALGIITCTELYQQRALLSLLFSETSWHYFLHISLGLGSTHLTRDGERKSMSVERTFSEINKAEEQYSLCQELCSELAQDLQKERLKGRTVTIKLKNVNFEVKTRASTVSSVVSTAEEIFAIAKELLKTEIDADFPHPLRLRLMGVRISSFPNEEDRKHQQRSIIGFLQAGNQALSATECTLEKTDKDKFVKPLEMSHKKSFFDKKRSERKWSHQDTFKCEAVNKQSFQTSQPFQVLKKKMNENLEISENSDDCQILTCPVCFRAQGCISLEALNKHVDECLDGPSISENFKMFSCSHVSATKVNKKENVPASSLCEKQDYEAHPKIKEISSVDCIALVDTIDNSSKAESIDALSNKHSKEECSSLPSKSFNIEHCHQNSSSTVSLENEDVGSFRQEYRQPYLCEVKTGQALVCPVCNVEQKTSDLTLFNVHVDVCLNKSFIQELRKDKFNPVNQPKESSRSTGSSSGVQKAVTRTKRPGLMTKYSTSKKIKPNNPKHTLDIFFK
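Fluorescent qHTS in 1536-well format: enzyme (10 nM) and compound sat 15 min at room temperature before 50 nM substrate (final) was added. Signal taken at 0 and 10 min; no-enzyme buffer wells were negative controls.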
Apoferritin bind: binds horse apoferritin like a general anesthetic | apoferritin/1-aminoanthracene competitive binding, fluorescence | Potency, µM (highest dose often 77.5 µM), for inactives: at the top dose activity change, negative = displacement, usual class: inhibitors | hit rate 0.074% among 350,000; further: potency means the concentration at half of the fitted maximal effect; on the % scale 0 is the no-effect control and ±100 the full control effect; nearly all actives have a fitted effect of over 20% in size
Target sequence (P02791 2-175 limits assumed): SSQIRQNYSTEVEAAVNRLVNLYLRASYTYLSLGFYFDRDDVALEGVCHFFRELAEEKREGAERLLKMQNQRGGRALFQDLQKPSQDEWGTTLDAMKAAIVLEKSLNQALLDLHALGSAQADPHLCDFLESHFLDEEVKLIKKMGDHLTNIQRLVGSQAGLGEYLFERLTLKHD
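Horse-spleen apoferritin (10 uM) was mixed with 50% saturated 1-aminoanthracene in PBS, exposed to compounds for 10 min at room temperature, and read for fluorescence (ex 380 nm, em 535 nm). Competitive displacement was fitted with a four-parameter Hill equation.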
Numbers without * were called inactive; i = inactive; u = inconclusive; x = no result given; & = joins results of further samples; ! = not confirmed by another sample; [ ] = another dose, or the depositor's remark. Unless noted, the call rests on the fitted dose curve; in most records, active means well fitted curve in the direction sought with a large enough effect; inconclusive means small, poorly fitted or top-dose-only effect, or another doubt; inactive means no such curve, though single readings can be large; an effect the other way counts as inactive or inconclusive. An excerpt, so the mix of outcomes need not match the whole.

SMILES	Pol eta inh	APEX1 inh	RXFP1 antag	BLM inh	Pol iota inh	PGK inhibitor	Pol beta inh	Pol kappa inh	Apoferritin bind
CC(C)(C)CC(=O)Nc1ccc(C(N)=O)cc1	7%	-3%	-2	-6%	19%	-2%	-3%	-17%	-14%
COc1ccccc1/C=N/N1C(=O)c2cccc3cccc(c23)C1=O	-10%	-7%	-19	-2%	44%[activator]	-3%	-2%	-14%	-12%
O=C(NCC(c1cccs1)S(=O)(=O)c1cccs1)c1c(F)cccc1F (stereo not given)	-3%	x	1	-3%	11%	1%	2%	-10%[60.1 µM]	2%
CCOC(=O)c1c(NC(=O)COc2cccc3c2CCN(C)C3=O)sc2c1CCC2	u	14%	15	-30%	9%	-9%	u	0%	5%
COCCNc1nc(SCC(=O)N2CCN(c3ccccc3)CC2)nc2ccccc12	2%	-3%	-18	2%	-9%[58.9 µM]	-9%	-26%	-2%	-11%
OC1CC2CCC(C1)N2CCCN1c2ccccc2Sc2ccc(Cl)cc21 (stereo not given)	-19%	x	u	x	59%[activator]	2%	x	-2%	x
Cc1c(C)c2ccc(OCC(=O)Nc3cccnc3)cc2oc1=O	-21%	13%	-1	1%	2%	-3%	13%	-15%	-2%
Cc1ccc(S(=O)(=O)N2CCC[C@H]2C(=O)OCC(=O)N2c3ccccc3NC(=O)C2(C)C)cc1	-25%	x	3	x	-10%	i	x	-2%	x
C/C(=N\NC(=S)NC(C)C)c1ccc(-n2ccnc2)cc1	-6%	-4%	0	-3%	1%	-9%	6%	-7%	-6%
COc1ccc(CC(=O)NNC(=S)Nc2ccccc2)cc1Br	-1%	-4%	-19	-23%	17%	-7%	26%	0%	-19%
Cc1ccccc1CNC(=O)C1CCN(c2nnc(N3CCCC3=O)s2)CC1	-4%	19%	2	0%	6%	5%	4%	-16%	-3%
CCOC(=O)/C(C#N)=C\c1cc(C)n(-c2ccccc2)c1C	0%	3%	-24	-3%	20%	-1%	9%	-20%	-15%
CC(C)c1ccc(N2C(=NC(=O)C3CCCO3)SC3CS(=O)(=O)CC32)cc1 (stereo not given)	-13%	72%	5	0%	-5%	2%	18%	-10%	-11%
O=C(CSc1nnc(CNC(=O)c2ccco2)o1)Nc1ccc(Br)cc1	-19%	19%	-8	-3%	27%	i	-28%	-15%	-6%
CC(C)Cn1ccc(=O)n(CC(C)C)c1=O	-5%	-2%	-2	3%	104%[activator]	0%	-7%	-11%	-9%
CCCSc1nc(C)c(CC(=O)O)c(=O)[nH]1	-11%	5%	15	-9%	8%	0%	-2%	-17%	-5%
Cc1onc(-c2ccccc2)c1C(=O)N1CCN(S(=O)(=O)c2ccc3c(c2)OCCO3)CC1	-10%	-4%	-22	1%	11%	-1%	-13%	-9%	-7%
CCOC(=O)C1(Cc2ccccc2)CCN(Cc2cnn(CC)c2)CC1	-17%	-1%	12	-1%	22%	-2%	2%	-18%	-4%
CC(C(=O)Nc1ccc(Cl)cc1Cl)N1C(=O)NC2(CCCC2)C1=O (stereo not given)	-10%	29%	-9	-5%	15%	0%	-20%	-6%	-8%
CCNc1nc(Oc2ccc(=O)[nH]n2)nc(SC)n1	-6%	16%	12	0%	31%[activator]	-9%	7%	-8%	0%
Cc1noc(C)c1COC(=O)c1cccc(S(=O)(=O)N2CCCCCC2)c1	0%	-2%	7	-5%	-7%	-5%	-14%	-16%	-18%
CCOC(=O)CNC(=O)CN1C(=O)CC(c2ccccc2)S(=O)(=O)c2ccccc21 (stereo not given)	-13%	-1%	-14	-5%	68%[activator]	-2%	11%	-4%	1%
O=C(COC(=O)c1cc[n+]([O-])cc1)Nc1ccccc1Sc1ccccc1	-2%	-1%	2	-1%	14%	i	7%	6%	-18%
Cc1ccc(Sc2ccc(S(=O)(=O)Nc3ccc(CC(=O)O)cc3)cc2)cc1C	u	-9%	2	x	-12%	-12%	x	-2%	x

Profiles, quoted from the list. Values in the order: Pol eta inh	APEX1 inh	RXFP1 antag	BLM inh	Pol iota inh	PGK inhibitor	Pol beta inh	Pol kappa inh	Apoferritin bind
CC(C)c1ccc(N2C(=NC(=O)C3CCCO3)SC3CS(=O)(=O)CC32)cc1 (stereo not given) across the screens: -13%	72%	5	0%	-5%	2%	18%	-10%	-11%
CC(C)Cn1ccc(=O)n(CC(C)C)c1=O across the screens: -5%	-2%	-2	3%	104%[activator]	0%	-7%	-11%	-9%
O=C(COC(=O)c1cc[n+]([O-])cc1)Nc1ccccc1Sc1ccccc1 across the screens: -2%	-1%	2	-1%	14%	i	7%	6%	-18%

Further results follow:
SMILES	Pol eta inh	APEX1 inh	RXFP1 antag	BLM inh	Pol iota inh	PGK inhibitor	Pol beta inh	Pol kappa inh	Apoferritin bind
CCOc1ccc2[nH]c(=O)c(CN(CCCN3CCOCC3)Cc3nnnn3Cc3ccc(OC)cc3)cc2c1	-7%	6%	2	-4%	45%[activator]	i	43%	-2%	1%
COc1ccc(C2=NS(=O)(=O)N(C)C(C(=O)N3CCc4ccccc4C3)=C2)cc1OC	u	-3%	-22	-9%	14%	4%	0%	-17%	389%[activator]
CCN1CCN(c2ccc(S(=O)(=O)N3CCCCC3)cc2NC(=O)c2cccc(C(F)(F)F)c2)CC1	-18%	4%	-28	x	25%	-6%	x	-14%	x
CN(C)S(=O)(=O)N1CCN(C(=O)N2CCOCC2)CC1	-1%	-1%	-6	2%	-16%	-3%[11.5 µM]	26%	-6%	-3%
CCn1cc(CNC(=O)c2ccc3nc(Cc4ccccc4F)oc3c2)cn1	-13%	44%	11	-1%	40%	-3%	-1%	-4%	-2%
CCC1(c2ccccc2)NC(=O)N(CC(=O)Nc2cc(S(=O)(=O)N3CCCCC3)ccc2OC(C)C)C1=O (stereo not given)	-23%	10%	-4	x	26%	i	x	-5%	x
NNC(=O)c1ccc(CSc2n[nH]c(=O)[nH]c2=O)cc1	-13%	u	-14	-15%	u	0%	u	-14%	5%
C[C@H](CO)N1C[C@H](C)[C@@H](CN(C)Cc2ccc(C(=O)O)cc2)Oc2c(NS(=O)(=O)c3ccccc3)cccc2C1=O	-19%	17%	x	x	13%	-9%	x	8%	x
COc1cc(C2CC(c3cccs3)=NN2C(=O)CCl)ccc1OC(F)F (stereo not given)	-15%	23%[12.4 µM]	-12	-9%	15%	-8%	8%	-12%	-12%
Cn1c(Nc2cccc(Cl)c2)nc2ccccc21	-18%	-7%	1	-12%	-8%	-1%	-14%	-1%	u
Nc1scc2c(C(=O)O)nn(-c3ccccc3)c(=O)c12	8%	-12%	x	x	u	-5%	x	-6%	x
COc1ccccc1/C=N/NC1=NCCCCC1	-12%	-2%	1	0%	5%	4%[11.5 µM]	6%	-6%	-9%
CN(C)c1ccc(/C=N/NC(=O)c2ccc3c(c2)OCO3)cc1	-18%	31%[activator]	-6	-4%	16%	-7%	38%	-9%	8%
Clc1ccc(-n2nnnc2-c2ccccc2)cc1	-7%	-2%	20	0%	-4%	-2%	28%	-7%	-19%
Cn1cc(SCC(=O)NCC2CCCO2)c2ccccc21 (stereo not given)	-16%	-8%	-2	0%	28%	-7%	-14%	0%	2%
COc1ccccc1NC(=S)NCCc1ccc(OC)c(OC)c1	-11%	59%[activator]	-11	-1%	133%[activator]	i	-25%	5%	5%
O=C(N/N=C/c1ccc([N+](=O)[O-])o1)c1cn(-c2ccccc2)nc1-c1ccc(Cl)cc1	8%	-3%	5	-12%	-7%	x	u	-7%	-7%
Cc1cccc(NC(=O)C2CCN(S(=O)(=O)c3cccs3)CC2)c1	-17%	-5%	-12	-5%	-5%	-3%	-19%	-3%	u
COc1ccc(OC)c(C(=O)c2oc3ccccc3c2NC(C)=O)c1	8%	2%	-12	0%	14%	-1%	2%	-10%	-22%
CC(C)NC(=O)c1ccc(-n2c(-c3ccccc3)cc3c2CCCCC3)cc1	-21%	x	-7	-2%	95%[activator]	-4%	1%	-8%	-10%
CCN(CC)C(=O)[C@H]1C[C@H](CC(=O)NC(C)(C)C)C(=O)N2CCc3c([nH]c4cc(-c5ccco5)ccc34)[C@]12C	-14%	6%	x	x	8%	-2%	x	10%	x
O=C(O)c1ccc(Cl)c(NCc2cccnc2)c1	u	-7%	-8	-2%	u	-9%	-26%	-11%	-11%
O=C(N/N=C/c1cc2c3c(c1O)CCCN3CCC2)c1ccccc1O	-10%	-4%	-76*	-22%	79%[activator]	-1%	-2%	-19%	-19%
CCCNC(=S)N(Cc1cc2cc(C)ccc2n2nnnc12)CC(C)(C)CN(C)C	-24%	47%	-17	-1%	97%[activator]	-3%	-1%	-2%	-5%
Fc1ccc(CN2CCN(c3ncnc4scc(-c5ccccc5)c34)CC2)cc1	-10%	-17%	-8	-1%	16%	-2%	-21%	6%	-5%
O=C(COC(=O)c1c(F)cccc1F)NCCNC(=O)COC(=O)c1c(F)cccc1F	-8%	14%	1	-4%	135%[activator]	-3%	49%	-11%	5%
O=C(O)c1cc(-c2ccco2)nc2ccc(Br)cc12	2.5µM*!	13µM*	2&14	-12%&8%	2.8µM*!	28µM*!	3.2µM*!	7.1µM*!	11%&41%
c1ccc(Cc2noc(CN3CCN(CCOc4ccccc4)CC3)n2)cc1	-4%	9%	0	-4%	-6%	-11%	-9%	5%[60.1 µM]	-5%
COc1ccc(/C(N)=N/OC(=O)c2ccc([N+](=O)[O-])c(C)c2)cc1OC	-6%	1%	-10	0%	-10%	x	1%	5%	-10%
Cc1nc(N2C(=O)c3oc4ccccc4c(=O)c3C2c2cccc(OCCC(C)C)c2)sc1C (stereo not given)	1%	x	4	0%	12%	-3%	24%	2%	2%
COc1cc2[nH]cc(C(=O)NCc3ccccc3)c(=O)c2cc1OC	-2%	-4%	-11	-1%	36%[activator]	i	u	7%	-2%
CN(C)CCN1CC(C(=O)O)CC1=O (stereo not given)	-13%	-1%	-17	-6%	12%	-7%	16%	-10%	-9%
Cn1cncc1C#Cc1c(-c2ccsc2)sc2ccccc12	u	-9%	x	x	13%	1%	x	-23%	x
